RSV CPE inhibition: inhibition of RSV-induced cytopathic effect – HEp-2 cells, primary 10 µM value included (AID 2391); 310,000 tested, 0.13% active; CPE inhibition, % at 10 µM; hits with a dose series show IC50 in µM; HEp-2 cells, RSV-induced CPE inhibition; higher % means a stronger effect; in the data active = a potency from the dose series; inconclusive = CPE inhibition mostly from about 23% at the one dose, without a potency; inactive = the rest, 99 in 100 with CPE inhibition below about 21%; note: strong numbers were not always called active
MgcRacGAP inhibition: MgcRacGAP GTPase-activating activity inhibitors, confirmation, biochemical, ADP Hunter fluorescence; 340,000 tested, 0.6% active; AID 624330; MgcRacGAP-stimulated Rac1 GTP hydrolysis, ADP Hunter fluorescence; higher % means a stronger effect; GST-tagged Rac1 F28L mutant substrate; inhibition, % at 30 µM; hits with a dose series show IC50 in µM;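 active = first-screen hits whose inhibition reached a set limit at any dose in the follow-up dose series; inconclusive = inhibition above the set first-screen limit but never retested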;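 note: fluorescence reports GDP produced by GAP-driven GTP hydrolysis; strong numbers were not always called active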
UTI89 phage lysis: inhibition of K1F phage lysis, E. coli UTI89, bacterial capsule biogenesis inhibitors, alamar blue (AID 488966) | E. coli UTI89 K1F phage lysis, alamar blue, 2 h; higher % means a stronger effect | one-dose inhibition, % at 100 µM; IC50 in µM for titrated hits | 340,000 tested, 0.02% active;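 active = phage lysis inhibition, versus mean bacterial control, above a set limit; inconclusive = no clear call, values can overlap the other calls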;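 note: capsule biogenesis inhibitors block K1F phage lysis so surviving cells raise fluorescence; higher fluorescence means more inhibition of phage lysis; actives were called in the ten point dose series up to 300 µM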
NS5 inhibitors: flavivirus cap methylation enzyme inhibition – biochemical, confirmation dose response, primary screen (AID 588689); Dengue-2 NS5 methyltransferase capping enzyme assay, biochemical; higher % means a stronger effect; inhibition, % at 25 µM; hits with a dose series show IC50 in µM; 340,000 tested, 0.3% active; in the data active = a potency from the dose series; inconclusive = inhibition above about 29% without an active follow-up result
GPR35 antagonists: inhibition of zaprinast-stimulated GPR35 beta-arrestin translocation – imaging, U2OS, beta-arrestin-GFP, zaprinast agonist, primary screen (AID 2058); 290,000 tested, 0.052% active; U2OS GPR35 beta-arrestin-GFP translocation imaging, zaprinast antagonism; higher % means a stronger effect; inhibition, % at 10 µM; hits with a dose series show IC50 in µM;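 active = inhibition of at least 50% with at least 30 cells and total cytoplasm GFP at most 10,000,000; inconclusive = under 30 cells or total GFP of 10,000,000 plus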
GPR55 antagonists: GPR55 antagonists blocking LPI-driven arrestin recruitment, primary screen, imaging, U2OS, beta-arrestin-GFP, LPI agonist (AID 2013); U2OS GPR55 beta-arrestin-GFP translocation imaging, LPI antagonism; higher % means a stronger effect; one-dose inhibition, % at 10 µM; IC50 in µM for titrated hits; 290,000 tested, 0.13% active;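 active = spots per cell inhibited over 60%, with over 100 cells counted and total cytoplasm intensity under 500,000; inconclusive = wells with under 100 cells, flagged as likely toxic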;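 note: U2OS cells stably carrying GPR55 and arrestin-GFP stimulated by 5 µM LPI near EC80; imaged beta-arrestin-GFP aggregate spots per cell after agonist stimulation; plate controls were LPI-stimulated DMSO wells for no effect and DMSO wells without LPI for full effect; some results filed as inactive read as strong as hits; confirmed hits need IC50 under 10 µM and bright autofluorescent wells are also inconclusive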
Large T inhibition: SV40 large T antigen inhibitors, biochemical (AID 1903); SV40 large T antigen ATPase/helicase inhibition assay; higher % means a stronger effect; one-dose inhibition, % at 20 µM; IC50 in µM for titrated hits; 310,000 tested, 0.39% active; in the data active = a potency from the dose series; inconclusive = inhibition mostly from about 32% at the one dose, without a potency; inactive = the rest, 99 in 100 with inhibition below about 32%; note: strong numbers were not always called active
Salmonella PhoP GFP: PhoP-dependent GFP reporter repression – Salmonella Typhimurium, primary screen (AID 1863); S. Typhimurium PhoP-regulated promoter GFP reporter, 4 h; higher % means a stronger effect; one-dose inhibition, % at 50 µM; IC50 in µM for titrated hits; 300,000 tested, 0.16% active;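 active = inhibition over 29.93%, a cutoff 3 SD above the screen mean, later confirmed by dose response; inconclusive = inhibition over 29.93% but no dose response follow-up; inactive = inhibition at most 29.93% or unconfirmed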;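 note: 0% = low Mg2+ inducing control and 100% = high Mg2+ repressing control; strong numbers were not always called active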
HIV fusion peptide: inhibitors of HIV fusion peptide binding, primary screen, biochemical, uHTS, fluorescence dequenching (AID 1986); cell-free peptide binding, fluorescence dequenching, 30 min; higher % means a stronger effect; one-dose inhibition, % at 20 µM; IC50 in µM for titrated hits; 290,000 tested, 0.3% active; in the data active = inhibition mostly above about 52%, no sharp cut-off; inactive = mostly below about 76%; note: some results filed as inactive read as strong as hits
NS5 inhibitors pilot replicate: second read-out of NS5 inhibitors, no call of its own (marks repeat the call); inhibition, %; measured here: pilot screen replicate inhibition
* marks the source's active call; other numbers are inactive results; u = inconclusive; x = no result given; [ ] = another dose, or the depositor's remark.

SMILES	RSV CPE inhibition	MgcRacGAP inhibition	UTI89 phage lysis	NS5 inhibitors	GPR35 antagonists	GPR55 antagonists	Large T inhibition	Salmonella PhoP GFP	HIV fusion peptide	others
CC(=O)C1=C(O)C(=O)N(c2ccc(Br)cc2)C1c1ccccc1[N+](=O)[O-] (centres undefined)	1.0%	7%	1.6%	13%	-10%	10%	6%	1%	3.0%
O=C(Nc1ccc(Cl)cc1)N1CCSC1=NCc1ccccc1	2.6%	-12%	-1.1%	-5%	1%	-4%	7%	-8%	-1.5%
Cc1ccc(-c2cn3cccnc3n2)cc1NC(=O)c1cccs1	1.9%	1%	-2.2%	-9%	-13%	5%	5%	-2%	-2.1%
O=C(CCc1nc(-c2ccccc2F)no1)NC1CCCCC1	2.5%	1%	5.2%	-1%	-15%	0%	-2%	-1%	-0.4%
COc1cccc(NS(=O)(=O)NC(=O)c2cn(C)c3ccccc23)c1	0.7%	8%	1.3%	-9%	-5%	3%	17%	-4%	2.9%
COc1cccc(CNC(=O)c2ccc(NC3=NC4CS(=O)(=O)CC4S3)cc2)c1 (centres undefined)	2.0%	12%	0.1%	7%	14%	15%	7%	-6%	0.9%
CCCCCCN(C(=O)CCCCCN1C(=O)NC(c2ccccc2)C(C(=O)OCc2ccccc2)=C1C)C(C(=O)NCCCC)c1ccc(OCC(=O)OC)c(C(=O)OC)c1 (centres undefined)	x	x	x	x	4%	14%	x	0%	0.7%
CC1CCN(CCc2nc3cc(NS(=O)(=O)c4ccc(F)cc4)ccc3n2C)CC1	1.0%	7%	0.3%	1%	-2%	10%	15%	11%	3.0%
O=C(O)c1c(NC(=O)N2CCCC2)sc2c1CCCC2	1.2%	8%	0.2%	-1%	-8%	4%	1%	26%	0.2%
O=[N+]([O-])c1cccc(-c2ccc(/C=N/NC(=S)Nc3ccccc3)o2)c1	4.4%	-2%	-0.9%	5%	-4%	16%	5%	12%	-1.5%
CN1CCN(CC(=O)Nc2cc(N(C)C)nc3ccccc23)CC1	-2.4%	27%	0.4%	-5%	9%	12%	1%	-1%	-1.1%
O=C(CCc1nc2sc3c(c2c(=O)[nH]1)CCCC3)NCCc1ccc(F)cc1	2.0%	7%	0.1%	-6%	-7%	4%	0%	2%	4.6%
Cc1ccc(N2C(=O)c3ccccc3C2=O)cc1Cl	2.1%	2%	0.5%	x	7%	-2%	1%	-4%	-2.4%
COc1cccc(NC(=S)Nc2ccc(Br)cc2Cl)c1	2.0%	9%	0.6%	5%	16%	-1%	12%	0%	-0.8%
CC(Cc1ccccc1)C(=O)N[C@@H](CO)Cc1ccccc1 (some centres undefined)	-0.7%	8%	1.3%	-3%	6%	-9%	8%	0%	-0.2%
C=CCONC(=O)c1cc(OCC(F)(F)F)ccc1OCC(F)(F)F	0.0%	3%	0.7%	0%	15%	12%	2%	-5%	2.4%
N#Cc1nc(COc2cccc(Cl)c2)oc1NCCN1CCOCC1	-0.2%	9%	-0.8%	-11%	1%	0%	3%	4%	0.0%
COC(=O)C1CSC(C(=O)OC)N1C(=O)CN1CCN(c2ccc(OC)cc2)CC1 (centres undefined)	-0.7%	12%	0.1%	-5%	5%	-4%	20%	1%	-1.6%
C/C(CC(=O)Nc1ccc(C)c(Cl)c1)=N\NC(=O)Cc1ccccc1	4.0%	2%	-4.5%	-2%	3%	-10%	8%	7%	3.0%
COc1cc(OC)c(/C=N/NC(=O)Cn2nc([N+](=O)[O-])cc2C)c(OC)c1	5.5%	-3%	-1.6%	2%	-9%	15%	21%	-10%	0.0%
O=C(O)c1cccnc1SCc1ccccc1Cl	-0.9%	8%	0.4%	6%	-6%	4%	-3%	10%	4.3%
Cc1ccc(C(=O)NCC(c2ccco2)N2CCc3ccccc3C2)cc1C (centres undefined)	7.6%	5%	1.6%[50 µM]	-3%	x	x	13%	-3%	x
C=CCOc1ccccc1CNc1ccccc1C	2.9%	4%	2.6%	0%	-12%	3%	0%	-5%	4.8%
COC(=O)c1nn(-c2ccccc2)c(Sc2ccc(Cl)cc2)c1/C=N/O	2.8%	11%	1.3%	11%	-10%	2%	8%	-3%	0.1%
CCC(=O)Nc1ccc(F)c(Cl)c1	1.5%	12%	1.2%	2%	9%	0%	8%	15%	-0.6%
O=C(CCC(=O)N1CCOc2ccccc21)NC1CCN(Cc2ccccc2)CC1	0.1%	5%	1.1%	-3%	-1%	4%	18%	x	-0.7%
Cc1cc(C)nc(SCC(=O)Nc2ccc(S(=O)(=O)Nc3onc(C)c3C)cc2)n1	-1.0%	-8%	-1.1%	7%	4%	4%	3%	6%	0.9%
CCN(CC)c1ccc2cc(/C(N)=N/NC(=O)c3cccs3)c(=O)oc2c1	-0.3%	x	x	x	1%	7%	17%	-2%	100%*
CCOC(=O)CC1C(=O)NCCN1c1nc2ccc(C)cn2c(=O)c1/C=C1\SC(=S)N(CC(C)C)C1=O (centres undefined)	x	-1%	0.3%	u	22%	27%	23%	-28%	109%*
Cc1cccc(CN2C(=O)CSc3ccc(C(=O)NC4CC4)cc32)c1	1.4%	8%	-0.1%	-12%	4%	-1%	8%	5%	-1.6%
CCN(CC)C(=O)C1=C(C)Nc2nc3ccccc3n2C1c1cccc(OC)c1 (centres undefined)	5.1%	1%	0.5%	-2%	-15%	8%	7%	-11%	0.5%
CCOc1ccc2nc(SCC(=O)Nc3ccc4c(c3)OCCO4)[nH]c2c1	5.5%	11%	1.2%	-6%	-13%	10%	0%	11%	-2.7%
CCN(CC(=O)Nc1c(F)cccc1F)C(=O)CC1CCCCC1	0.5%	1%	1.4%[50 µM]	-4%	x	x	x	x	x
Cc1cc(Cl)ccc1Oc1ncnc2onc(C)c12	1.2%	5%	0.2%	-9%	3%	-3%	6%	1%	0.7%
O=C(O)c1cccc(OCCN2CCCC2=O)c1	0.4%	10%	-0.8%	-2%	3%	0%	7%	1%	0.4%
COc1cc(S(=O)(=O)N2CCOCC2)ccc1NC(=O)c1cc2c(s1)CCC2	9.0%	6%	6.9%	-3%	17%	4%	15%	-11%	-3.0%
C=CCSc1nnc(NC(=O)Cc2ccc(OC)c(OC)c2)s1	1.7%	4%	-1.4%	1%	-16%	-4%	4%	-11%	-0.2%
COCCNc1nnc(SCC(=O)NC(=O)c2ccccc2OC)s1	1.1%	6%	0.0%	-7%	-12%	-7%	7%	-1%	0.4%
Cc1c(C)n(C(=O)CSc2nc3ccccc3[nH]2)c2ccccc12	2.2%	14%	-1.2%	4%	7%	0%	32%	15%	-2.9%
COc1ccc(C2c3[nH]c4ccccc4c3C[C@H]3C(=O)N(c4ccccc4C(=O)N4CCC[C@H]4C(=O)O)C(=O)N23)cc1 (some centres undefined)	3.1%	1%	6.1%	-1%	11%	6%	3%	6%	17%
COc1ccc(NC(=S)Nc2cccc(C)n2)cc1	-1.0%	x	x	x	5%	-7%	25%	-4%	-1.2%
COc1cc2nc(NCCCN3CCN(C)CC3)n3nc(-c4ccccc4)nc3c2cc1OC	-1.7%	u	-0.4%	-7%	3%	18%	6%	-34%	8.4%
CN(C)c1ccc(/C=C(\NC(=O)c2ccccc2)C(=O)NCCN2CCOCC2)cc1	1.1%	10%	0.5%	-36%	4%	-2%	15%	2%	4.1%
Cc1cccc(OCCn2c(=S)[nH]c3ccccc32)c1	7.8%	18%	0.2%	-28%	18%	6%	24%	-8%	-1.7%
Cc1ccc(-c2nn(-c3ccccc3)cc2/C=C/C(=O)Nc2cccc(S(N)(=O)=O)c2)cc1	-1.5%	12%	-0.4%[50 µM]	3%	-8%	-1%	11%	-1%	1.8%
COc1ccc(CCNC(=O)Cn2cnc3c(cnn3C(C)(C)C)c2=O)cc1OC	-1.0%	9%	1.5%	-4%	-3%	2%	3%	-2%	0.5%
COc1cc2c(cc1OC)/C(=C/C(=O)c1ccc(F)cc1)NCC2	10%	x	0.1%	-8%	-9%	-5%	2%	2%	1.5%
CC(C)=CC(=O)OCc1cc([N+](=O)[O-])cc2c1OCOC2	-1.0%	-4%	-0.1%	6%	1%	-3%	5%	-6%	-1.2%
CS(=O)(=O)N1CCN(c2ccc(NC(=O)c3ccccc3)cc2)CC1	0.1%	x	x	x	-20%	6%	7%	7%	-0.1%
CCC1CCCCN1C(=O)CSc1nc2ncccc2[nH]1 (centres undefined)	3.5%	-3%	0.1%	-13%	5%	-20%	3%	-1%	0.6%
CCOC(=O)c1ccc(N2N=C(C)/C(=C/C=C/c3ccco3)C2=O)cc1	-0.3%	4%	0.5%	10%	13%	-7%	21%	-5%	42%
C=CCn1c(CCCNC(=O)C(C)(C)C)nc2ccccc21	0.6%	7%	2.4%	-3%	-1%	6%	-1%	-1%	0.1%
Cc1ccc(N2CCN(C(=O)N3CCCC3)CC2)cc1C	0.9%	6%	0.4%	-6%	-15%	4%	5%	1%	-3.9%	NS5 inhibitors pilot replicate=-6.1
Cc1ccc2c(c1)CCCN2CC(=O)Nc1cc(S(=O)(=O)N2CCCC2)ccc1Cl	2.9%	6%	0.5%[50 µM]	-17%	x	x	x	x	x
COc1ccc(C)cc1NC(=S)N1CCN(c2ccccn2)CC1	1.1%	5%	1.0%[50 µM]	-2%	-10%	4%	22%	-3%	0.0%
Cc1cccc(C)c1NC(=O)CNC(=O)CNC(=O)Cc1cccc2ccccc12	-0.6%	4%	0.4%[50 µM]	-3%	x	x	x	x	x
COCCN(Cc1cc2cc3c(cc2nc1Cl)OCO3)C(=O)Nc1ccc(OC)cc1	0.8%	10%	-0.1%	-5%	6%	13%	-2%	-4%	2.8%
CCc1nn(CC(=O)N2CC(C)CC(C)C2)c(=O)c2cccn12 (centres undefined)	-0.6%	-2%	0.3%	-1%	9%	2%	9%	-2%	1.0%
C/C(=N\NC(=O)c1cccc(S(=O)(=O)Nc2cccc(Cl)c2)c1)c1cccs1	8.2%	6%	-0.2%	-9%	11%	5%	15%	15%	1.3%
Cc1ccc(C(=O)Nc2ccc(N3CCN(C)CC3)cc2)c(Cl)c1	-1.2%	13%	0.3%	-3%	-8%	7%	5%	-8%	-1.0%
O=S(=O)(Nc1nccs1)c1ccc2c(c1)OCCO2	0.0%	2%	-0.4%	-4%	6%	19%	11%	-14%	0.0%
COCCOc1cnn(-c2cc(Oc3ccc(C)cc3)ncn2)c(=O)c1Cl	-0.7%	15%	0.8%	1%	0%	-6%	-2%	13%	-1.8%
